TbMetRS inhib: Trypanosoma brucei MetRS inhibition; purified T. brucei MetRS, ATP depletion, Kinase-Glo luminescence; inhibition, % at 11.9 µM; actives 0.4% (n = 360,000); AID 624268;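 active means inhibition above a per-plate cutoff of the control wells' mean inhibition plus 3 SD, cut at about 5.5% in these data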;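 further: 0% = DMSO wells median and 100% = median of wells with control inhibitor compound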
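Measured by: Kinase-Glo luciferase luminescence reporting remaining unconsumed ATP. Material: purified T. brucei MetRS enzyme. Doses: 11.9 µM compound single dose, 0.9% DMSO. Medium: HEPES buffer containing pyrophosphatase, BSA, spermine, DTT. Times: 15 min preincubation, 2 h reaction, all 25 °C. Reagent: methionine, ATP and bulk E. coli tRNA.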
MsrA inhibitor: inhibitors of bovine MsrA | actives 0.75% (n = 360,000) | AID 651718 | inhibition, % at 15.5 µM | purified bovine MsrA, absorbance read-out; in the data active means inhibition above about 4.5%;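 further: 0% = vehicle wells with enzyme and 100% = reference inhibitor wells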
E coli Lon inh: E. coli protease La inhibition; purified E. coli Lon protease, fluorescence polarization; inhibition, % at 7.94 µM; actives 0.42% (n = 360,000); AID 602123; in the data active means inhibition above about 13%, passing the limit was not always enough;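 further: 0% = enzyme with probe and DMSO and 100% = no enzyme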
Scp-1 inhibitor: blocks human Scp-1 phosphatase activity; Recombinant Scp1, phosphopeptide, malachite green phosphate absorbance; actives 0.88% (n = 340,000); Q9GZU7; inhibition, % at 20 µM;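 active means inhibition above about 50% at 20 µM, limit read from the data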;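 further: plate controls were DMSO wells with enzyme for no effect and wells lacking enzyme for full effect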
Target sequence (Q9GZU7 76-261 limits assumed): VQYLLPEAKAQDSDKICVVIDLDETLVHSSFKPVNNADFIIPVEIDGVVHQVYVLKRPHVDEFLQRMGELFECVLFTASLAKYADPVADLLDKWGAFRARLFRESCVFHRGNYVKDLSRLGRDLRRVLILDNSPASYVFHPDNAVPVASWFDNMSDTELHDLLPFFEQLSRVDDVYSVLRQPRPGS
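Times: enzyme reaction 45 min at room temperature, colour 5 min, stabilisation 30 min. Material: SCP-1 catalytic fragment, aa 76-261. Medium: Acidic Tris acetate buffer with magnesium and detergent. Signal: colorimetric free-phosphate detection, absorbance 630 nm. Read-out basis: % inhibition of SCP-1 phosphate liberation. Reagent: Phosphorylated 17-residue peptide substrate.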
SUMO1 PPI mod: alters human SUMO1 binding to SIM partners | P63165 | SUMO1 binding to a labelled peptide, TR-FRET, 1 h | inhibition, % at 20 µM | actives 0.33% (n = 360,000) | AID 602429; in the data active means inhibition above about 37%
Target sequence (P63165 whole entry, looked up): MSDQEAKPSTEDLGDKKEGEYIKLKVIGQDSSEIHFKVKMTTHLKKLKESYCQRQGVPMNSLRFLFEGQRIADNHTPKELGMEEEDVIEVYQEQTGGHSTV
DNMT1 inh: blocks human DNA methyltransferase DNMT1 | P26358 | DNMT1 molecular beacon, Hinp1I cleavage, fluorescence | inhibition (reported as % activation of signal), % at 10 µM | actives 0.83% (n = 360,000); in the data active means inhibition above about 50%
MsrA act: activators of bovine methionine sulfoxide reductase A; actives 0.3% (n = 360,000); AID 602163; purified bovine MsrA, absorbance read-out; activation, % at 10.6 µM; in the data active means activation above about 7.5%;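 further: 0% = vehicle and 100% = reference activator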
LMPTP block: blocks human LMPTP phosphatase; actives 0.22% (n = 360,000); recombinant LMPTP-A, OMFP fluorogenic substrate, fluorescence intensity; P24666; inhibition, % at 20 µM;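 active means compounds that cut the enzyme signal by at least half of the control window in the single-dose screen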;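 further: plate controls were DMSO wells with enzyme plus substrate for no effect and substrate without enzyme for full effect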
Target sequence (P24666 whole entry, looked up): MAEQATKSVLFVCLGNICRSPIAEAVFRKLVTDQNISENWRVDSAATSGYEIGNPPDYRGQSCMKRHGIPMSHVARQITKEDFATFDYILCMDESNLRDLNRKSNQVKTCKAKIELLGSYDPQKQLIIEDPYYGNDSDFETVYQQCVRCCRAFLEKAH
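Test system: LMPTP-A, protein tyrosine phosphatase of low molecular weight; Input: 0.625 nM enzyme; Incubation: 50 min dark incubation at room temperature; Signal: endpoint fluorescence intensity from OMFP dephosphorylation; Read-out basis: % inhibition versus control wells.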
STEP inh: inhibitors of human striatal-enriched phosphatase STEP. AID 588621. actives 0.25% (n = 360,000). recombinant STEP, OMFP fluorogenic substrate, fluorescence. inhibition, % at 20 µM. P54829;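 active means inhibition at 20 µM, scaled per plate between control wells, above about 37%, limit read from the data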;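 further: 0% = DMSO with enzyme and substrate and 100% = substrate only without enzyme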
Target sequence (P54829 whole entry, looked up): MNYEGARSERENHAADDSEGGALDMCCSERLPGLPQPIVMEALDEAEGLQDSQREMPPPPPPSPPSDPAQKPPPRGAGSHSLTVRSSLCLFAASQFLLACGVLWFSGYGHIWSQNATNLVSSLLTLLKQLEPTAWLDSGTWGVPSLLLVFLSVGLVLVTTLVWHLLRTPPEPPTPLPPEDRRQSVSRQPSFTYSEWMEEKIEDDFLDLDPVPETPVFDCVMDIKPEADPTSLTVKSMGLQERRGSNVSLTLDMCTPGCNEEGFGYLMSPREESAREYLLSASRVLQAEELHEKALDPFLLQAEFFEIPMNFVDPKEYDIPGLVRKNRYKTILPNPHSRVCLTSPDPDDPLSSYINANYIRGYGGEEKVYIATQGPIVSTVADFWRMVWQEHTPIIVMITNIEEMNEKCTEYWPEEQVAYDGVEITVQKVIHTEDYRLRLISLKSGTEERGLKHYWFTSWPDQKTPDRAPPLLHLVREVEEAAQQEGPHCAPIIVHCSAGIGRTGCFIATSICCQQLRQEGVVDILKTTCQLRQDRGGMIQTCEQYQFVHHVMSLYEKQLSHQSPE
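Test system: STEP tyrosine phosphatase / Reagent: OMFP at 25 µM / Doses: 20 µM, 1% DMSO / Read-out: percent inhibition scaled to no-enzyme and uninhibited-enzyme controls, plate-pattern corrected / Detection: FITC-channel fluorescence of OMFP product / Medium: Bis-Tris buffer pH 6.0, 2.5 mM DTT, 0.005% Tween 20 / Schedule: 20 min at room temperature, dark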
NRP1-CendR mod: NRP-1/CendR interaction modulation. O14786. FAM-RPARPAR peptide binding to NRP-1, fluorescence polarization. inhibition, % at 25 µM. actives 0.85% (n = 360,000). AID 602438;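 active means inhibition or corrected inhibition above about 18%, plus a signal ratio from 0.5 to 1.5, limit read from the data, passing the limit was not always enough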; further: strong numbers were not always called active
* = called active by the depositor; nt = not tested or not shown.

| Structure | TbMetRS inhib | MsrA inhibitor | E coli Lon inh | Scp-1 inhibitor | SUMO1 PPI mod | DNMT1 inh | MsrA act | LMPTP block | STEP inh | NRP1-CendR mod |
| --- | --- | --- | --- | --- | --- | --- | --- | --- | --- | --- |
| COc1ccccc1CCNC(=O)CN1C(=O)NC2(CCCC2)C1=O | -0.2 | 0.5 | -1 | -6 | 2 | 1 | -2 | 0.1 | 2 | 3 |
| C=CCN(C(=O)CCC(=O)Nc1cc(C)on1)C(C(=O)NC1CCCC1)c1ccc(OC)c(OC)c1 (stereo not drawn) | -0.5 | 0.1 | -6 | -5 | -1 | 2 | -1 | -1.1 | 0 | 2 |
| O=C(c1cc2nc(-c3ccc(F)cc3)cc(C(F)(F)F)n2n1)N1CCOCC1 | 0.7 | -0.1 | -9 | 53* | -3 | -1 | -9 | -3.1 | -2 | 5 |
| O=C(CN1CCCc2ccccc21)N/N=C/c1c(O)ccc2ccccc12 | -0.1 | 1.5 | -27 | -12 | -2 | -19 | 3 | 2.6 | -3 | -36 |
| Cc1c(CNCCCc2ccccc2)c(C(=O)O)c(C)n1Cc1ccccc1 | -0.2 | -0.5 | -3 | -2 | 7 | 4 | 0 | 0.3 | 1 | 4 |
| O=C(CS(=O)(=O)c1c[nH]c2ccccc12)Nc1ccc2c(c1)OCCO2 | 0.6 | 0.2 | -2 | -1 | 3 | -6 | -2 | -0.2 | 1 | -10 |
| C[C@@H]1CCC[C@@]2(O[C@@H](CCO)C[C@H](O)[C@H]2O)O1 | -0.2 | 0.2 | -10 | -11 | -2 | -3 | 1 | 0.9 | -1 | 9 |
| COc1ccc(CC(=O)Nc2cccc(/C(C)=N/NC(=O)C3(C)CC3(Br)Br)c2)cc1 (stereo not drawn) | -1.0 | 0.4 | -6 | -2 | 0 | -3 | -5 | 1.1 | -1 | 1 |
| O=C(C[C@@H]1C=C[C@H](NS(=O)(=O)c2ccccc2F)[C@@H](CO)O1)NCCCN1CCOCC1 | 0.0 | -0.2 | nt | nt | 2 | nt | nt | -3.4 | nt | 13 |
| CCOc1ccc(C(=O)CCC(=O)N2CCN(S(=O)(=O)c3cccc(F)c3)CC2)cc1 | -0.6 | -0.2 | -11 | -4 | 1 | -6 | -2 | -0.4 | -1 | 1 |
| Cc1cccnc1NC(=O)CNC(=O)C12CC3CC(CC(C3)C1)C2 | -0.2 | -1.0 | 4 | -5 | 2 | 0 | 0 | -1.9 | 2 | 7 |
| O=C1CS/C(=C/C(=O)c2cccc(Cl)c2)N1 | -0.9 | 2.2 | -18 | 3 | -2 | 0 | -10 | 0.7 | -2 | -5 |
| CCn1nc(C(=O)NNS(=O)(=O)c2ccc(C)cc2)c2ccccc2c1=O | 0.3 | 0.1 | -5 | -1 | 7 | -3 | -2 | 0.6 | 1 | 14 |
| CC(C)CC1(C(=O)O)NC(c2ccccc2O)C2C(=O)N(C(C)C)C(=O)C21 (stereo not drawn) | -0.3 | -1.0 | -1 | -6 | 2 | 0 | -4 | -1.6 | 4 | 4 |
| COC(=O)c1cccc(NC(=O)CSc2nc3cccnc3n2C)c1 | 0.6 | -0.6 | -13 | 0 | 20 | 33 | -4 | 0.1 | -3 | 1 |
| COc1ccc(-c2cc3c(=O)n(CC(=O)Nc4cccc(Cl)c4)nc(C)n3n2)cc1 | 0.4 | 0.1 | -6 | 6 | -21 | 12 | -2 | -3.2 | -2 | 6 |
| CCOC(=O)c1ccc(N(CC(=O)NC2CCCC2)C(=O)CNC(=O)c2ccco2)cc1 | 0.3 | -1.5 | 6 | -5 | 1 | 1 | -2 | 0.1 | 1 | -8 |
| CC1(C(=O)Nc2ccc(Cl)c(C(F)(F)F)c2)Cc2c(-c3ccccc3)ccnc2O1 (stereo not drawn) | -0.2 | 0.8 | -4 | nt | 1 | -2 | -2 | 0.9 | 1 | 2 |
| COc1ccc(CCNC(=O)c2cnn3cccnc23)cc1OC | -0.4 | -0.5 | 0 | 3 | 5 | 4 | -5 | -1.4 | -2 | -4 |
| CC[C@@H]1C/C=C\Cc2ccccc2[C@H](C(=O)C[C@H](O)CC(C)=O)OC1=O | 0.4 | -1.1 | -9 | -5 | 2 | 2 | -1 | 0.3 | -3 | 1 |
| O=C(Cn1nc(C(F)F)cc1C(F)F)N/N=C/c1ccc2c(c1)OCO2 | -0.5 | 1.7 | -12 | 0 | -2 | -2 | -6 | -0.4 | 3 | -10 |
| CCN(CC)c1ccc(NC(=O)c2cccnc2)cc1 | -0.6 | 2.0 | -12 | -3 | -3 | 5 | -3 | -1.9 | -2 | 19 |
| Cc1cc(C)cc(N(C(=O)CNC(=O)c2cccs2)C(C(=O)NC2CCCC2)c2cccnc2)c1 (stereo not drawn) | 0.0 | 0.4 | -6 | -10 | -1 | -5 | -1 | -0.9 | 0 | -9 |
| O=C(Cc1ccc(Cl)cc1)NNS(=O)(=O)c1ccc([N+](=O)[O-])cc1 | -0.3 | -0.1 | 5 | -5 | -24 | -5 | -1 | -0.3 | -1 | 3 |
| COc1ccc(NC(=O)c2cnc(SC)n2-c2ccc(F)cc2)c(OC)c1 | 0.0 | 0.8 | -6 | -2 | 5 | 1 | -3 | 1.1 | 1 | -1 |

Overlap with the part before: seven compounds, then new ones.
| Structure | TbMetRS inhib | MsrA inhibitor | E coli Lon inh | Scp-1 inhibitor | SUMO1 PPI mod | DNMT1 inh | MsrA act | LMPTP block | STEP inh | NRP1-CendR mod |
| --- | --- | --- | --- | --- | --- | --- | --- | --- | --- | --- |
| COc1ccc(CCNC(=O)c2cnn3cccnc23)cc1OC | -0.4 | -0.5 | 0 | 3 | 5 | 4 | -5 | -1.4 | -2 | -4 |
| CC[C@@H]1C/C=C\Cc2ccccc2[C@H](C(=O)C[C@H](O)CC(C)=O)OC1=O | 0.4 | -1.1 | -9 | -5 | 2 | 2 | -1 | 0.3 | -3 | 1 |
| O=C(Cn1nc(C(F)F)cc1C(F)F)N/N=C/c1ccc2c(c1)OCO2 | -0.5 | 1.7 | -12 | 0 | -2 | -2 | -6 | -0.4 | 3 | -10 |
| CCN(CC)c1ccc(NC(=O)c2cccnc2)cc1 | -0.6 | 2.0 | -12 | -3 | -3 | 5 | -3 | -1.9 | -2 | 19 |
| Cc1cc(C)cc(N(C(=O)CNC(=O)c2cccs2)C(C(=O)NC2CCCC2)c2cccnc2)c1 (stereo not drawn) | 0.0 | 0.4 | -6 | -10 | -1 | -5 | -1 | -0.9 | 0 | -9 |
| O=C(Cc1ccc(Cl)cc1)NNS(=O)(=O)c1ccc([N+](=O)[O-])cc1 | -0.3 | -0.1 | 5 | -5 | -24 | -5 | -1 | -0.3 | -1 | 3 |
| COc1ccc(NC(=O)c2cnc(SC)n2-c2ccc(F)cc2)c(OC)c1 | 0.0 | 0.8 | -6 | -2 | 5 | 1 | -3 | 1.1 | 1 | -1 |
| C[C@]12CCC(=O)C=C1CC[C@@H]1[C@@H]2C(=O)C[C@@]2(C)[C@H]1CC[C@]2(O)C(=O)CO | -1.3 | -1.1 | -2 | -12 | -4 | 1 | -4 | -1.6 | 1 | -3 |
| COc1cc(CN2CCC(C)CC2)ccc1OCc1ccccc1 | 0.6 | 1.1 | 2 | 1 | 4 | 2 | -10 | -2.8 | 0 | 5 |
| O=C(O)CC1S/C(=N/N=C/C=C/c2ccccc2[N+](=O)[O-])NC1=O (stereo not drawn) | -0.2 | 6.2* | 1 | -5 | -9 | 4 | -4 | -0.4 | 1 | -1 |
| O=C(Nc1nc2ccccc2s1)c1cccc(S(=O)(=O)N2CCc3ccccc32)c1 | -0.5 | 1.2 | -12 | -5 | -14 | -5 | -5 | 4.8 | -2 | -18 |
| Cc1ccc(OCC(O)CNC2CCCC2)c(C)c1 (stereo not drawn) | -0.4 | 0.7 | 4 | 1 | -2 | 2 | -2 | -0.7 | 1 | 0 |
| N#Cc1c(Nc2ccccc2)c(/C=N/NCCO)c[nH]c1=O | -1.5 | 0.4 | -9 | -3 | 0 | 3 | -6 | -0.2 | 1 | 4 |
| COc1ccc(S(=O)(=O)N2CCCCCC2)cc1C(=O)NCc1ccco1 | -0.6 | 0.0 | 4 | 10 | -3 | 4 | -9 | 5.0 | 0 | -8 |
| CCOc1ccc(NC(=O)CC(c2ccccc2)c2ccc(F)cc2)cc1 (stereo not drawn) | -0.5 | 0.9 | 3 | -10 | 0 | 4 | 4 | -0.1 | 1 | -8 |
| Cc1ccc(S(=O)(=O)C2(C(=O)N3CCCCC3C)CC2)cc1 (stereo not drawn) | -0.8 | -0.1 | -2 | 6 | 1 | 6 | -9 | -1.1 | -2 | 2 |
| Cc1cc(F)ccc1S(=O)(=O)Nc1ccccc1C(=O)NCc1cccnc1 | -0.3 | 0.3 | 5 | -4 | -1 | 0 | -4 | -0.3 | -2 | -6 |
| CCC1NC(=O)c2cccnc2-n2c1nc1cc(C)cc(C)c1c2=O (stereo not drawn) | 0.8 | 0.9 | -1 | nt | -15 | 4 | -2 | -4.1 | -2 | 5 |
| COc1ccc(CC(N)c2csc(NC(=O)C(c3ccccc3)c3ccccc3)n2)cc1 (stereo not drawn) | -0.4 | -2.0 | 0 | nt | -74 | -17 | 2 | 3.0 | 1 | -18 |
| COc1ccccc1CNC(=O)c1cccc(S(=O)(=O)N2CCCC2)c1 | -0.3 | 0.2 | 8 | 4 | -2 | -1 | -3 | -0.1 | 1 | 13 |
| COC(=O)[C@H](CO)N1C(=O)[C@@H]2[C@H](C1=O)C1C=C[C@H]2C1 | 0.7 | -1.4 | -5 | -8 | 4 | 3 | -6 | -1.1 | 0 | 8 |
| COc1cc(N(C)C)c(NC(C)=O)cc1C(=O)O | 0.1 | 0.2 | 7 | -7 | -2 | 0 | -1 | -1.2 | 2 | 1 |
| CCOc1ccc(NC(=O)c2nnn(CC(=O)Nc3ccccc3OCC)c2N)cc1 | 0.1 | -0.8 | 0 | -5 | 1 | 2 | -1 | 0.7 | 3 | -4 |
| Cc1nc(C)c(C(=O)C2=C(O)C(=O)N(CCN(C)C)C2c2ccccc2)s1 (stereo not drawn) | -1.4 | 3.0 | -3 | -12 | -4 | -3 | -11 | -3.9 | 0 | -6 |
| CCCc1cc(=O)[nH]c(SCC(=O)N(C)CC(=O)Nc2ccc(F)cc2)n1 | 0.1 | 0.0 | -8 | -6 | 10 | 1 | -2 | -1.5 | 0 | -11 |
| CCCCN(C=O)c1c(CC)nc2c(OCCn3cccc3)cccn12 | -0.2 | -1.5 | -5 | nt | 0 | 2 | -1 | -1.1 | -3 | -9 |
| O=c1c2oc3ccccc3c2ncn1Cc1ccc(Cl)cc1 | -0.5 | -0.5 | 3 | -11 | 2 | 0 | -3 | 0.1 | -7 | 7 |

Screening data: PubChem, several laboratories
